Screening data from PubChem BioAssay.
CR mimetic SO = lowers age-related superoxide in aged yeast cells. hit rate 0.18% among 330,000. superoxide response (% of plate mean), % at 10 µM. S. cerevisiae aged cells, superoxide DHE fluorescence; stronger effect = lower value;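 active = superoxide response under a set limit, about three screen SD below normal, cut at about 65% in these data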;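 also: yeast aged for seven days with compound at 30 °C before DHE staining; 100% = average MFI of all compound-treated wells on the plate with controls excluded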
EBNA-1 inh = blocks EBNA-1 binding to DNA | hit rate 0.34% among 300,000 | inhibition, % at 14.8 µM | AID 1950 | EBNA-1 DNA binding, fluorescence polarization; in the data active = inhibition above about 28%
PP5 inh = PP5 (human) phosphatase inhibition | P53041 | purified PP5c, OMFP substrate fluorescence | inhibition, % at 6.7 µM | hit rate 0.18% among 320,000 | AID 1987;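 active = inhibition above the campaign's mean inhibition across all tested compounds plus 3 SD, cut at about 9.5% in these data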;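 also: 0% = DMSO only and 100% = 100 µM cantharidin control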
Fh CTSL1 inh = counter-screen for PFM18AAP inhibitors: inhibitors of F. hepatica cathepsin L1 | recombinant F. hepatica cathepsin L1, Z-Leu-Arg-MCA fluorescence | inhibition, % at 5.96 µM | hit rate 0.49% among 300,000;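 active = inhibition above the mean of all tested compounds plus 3 SD, set per screening campaign, cut at about 17% in these data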;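 also: 0% = plate median of test compound wells and 100% = 1 µM Z-Phe-Ala-diazomethylketone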
ZTA counter = blocks Epstein-Barr virus ZTA, an EBNA-1 counter-screen. ZTA-DNA binding, fluorescence polarization. inhibition, % at 11 µM. hit rate 0.15% among 320,000. AID 2234; in the data active = inhibition above about 33%
Target sequence (P03206 whole entry, looked up): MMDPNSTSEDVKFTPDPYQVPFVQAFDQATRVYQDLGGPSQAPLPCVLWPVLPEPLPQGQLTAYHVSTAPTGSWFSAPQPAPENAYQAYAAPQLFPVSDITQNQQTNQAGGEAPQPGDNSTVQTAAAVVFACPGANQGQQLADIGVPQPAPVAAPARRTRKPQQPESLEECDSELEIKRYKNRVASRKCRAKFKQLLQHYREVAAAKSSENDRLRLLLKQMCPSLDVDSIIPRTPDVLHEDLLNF
GASC-1 inh = inhibitors of human GASC-1 (JMJD2C) demethylase. inhibition, % at 2.35 µM. GST-JMJD2C(1-420) H3K9me3 demethylation, DELFIA europium. hit rate 0.069% among 330,000. AID 2099;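 active = more than half of a compound's replicate wells show inhibition beyond 50%, single wells judged on their own value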;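 also: signal counts dimethyl H3K9 product captured on neutravidin plate; 0% = median of DMSO wells and 100% = 0.3 times that DMSO median; strong numbers were not always called active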
Target sequence (Q9H3R0 1-420 limits assumed): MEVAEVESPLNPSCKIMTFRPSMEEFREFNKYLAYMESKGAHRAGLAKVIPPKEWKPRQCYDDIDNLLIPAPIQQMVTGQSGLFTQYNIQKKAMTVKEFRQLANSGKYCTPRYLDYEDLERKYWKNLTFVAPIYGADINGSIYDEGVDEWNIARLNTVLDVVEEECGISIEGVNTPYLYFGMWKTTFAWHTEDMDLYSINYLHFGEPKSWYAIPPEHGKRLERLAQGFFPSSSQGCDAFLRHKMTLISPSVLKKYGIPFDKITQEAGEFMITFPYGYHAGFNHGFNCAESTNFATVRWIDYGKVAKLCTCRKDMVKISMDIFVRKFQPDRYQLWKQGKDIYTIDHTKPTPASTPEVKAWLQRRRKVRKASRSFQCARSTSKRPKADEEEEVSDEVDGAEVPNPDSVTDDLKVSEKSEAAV
PP1 counter = PP1-alpha (human) inhibition in PP5 counter-screen | purified PP1alpha, OMFP fluorescence | inhibition, % at 6.7 µM | hit rate 0.9% among 320,000 | AID 2235;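 active = inhibition above the mean inhibition of all tested compounds plus 3 SD, computed separately for each screening campaign, cut at about 15% in these data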
Target sequence (P62136 whole entry, looked up): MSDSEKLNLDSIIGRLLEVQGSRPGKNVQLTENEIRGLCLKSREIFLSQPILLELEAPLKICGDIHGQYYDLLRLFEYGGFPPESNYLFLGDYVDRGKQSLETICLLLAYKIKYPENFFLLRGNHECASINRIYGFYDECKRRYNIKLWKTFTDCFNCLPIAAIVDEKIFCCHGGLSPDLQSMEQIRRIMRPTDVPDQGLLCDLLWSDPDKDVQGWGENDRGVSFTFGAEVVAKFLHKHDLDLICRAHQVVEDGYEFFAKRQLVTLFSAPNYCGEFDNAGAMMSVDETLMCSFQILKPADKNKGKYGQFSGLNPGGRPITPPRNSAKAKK
HCV core dimer = HCV core protein dimerization inhibition; TR-FRET GST/Flag-core106 dimerization, 1536-well; inhibition, % at 5 µM; hit rate 0.33% among 300,000;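 active = inhibition above the mean of all tested compounds plus 3 SD, set per screening campaign, cut at about 45% in these data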
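Material: Tagged HCV core106 pair (GST and Flag) | Amount: GST-core106 13.5 nM, Flag-core106 17 nM | Medium: KF-containing HEPES buffer, pH 7.45, DTT, CHAPS, BSA | Reagent: Eu donor and XL665 acceptor anti-tag antibodies | Schedule: 4 h at 22.5 °C | Technique: Time-resolved FRET, ex 340 nm, em 617 and 671 nm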
TPT1 inh = C. albicans TPT1 enzyme inhibition; recombinant caTPT1, FP RNA substrate dephosphorylation; inhibition, % at 5 µM; hit rate 0.81% among 300,000; AID 1962;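 active = inhibition above the mean of all tested compounds plus 3 SD, set per screening campaign, cut at about 24% in these data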;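 also: plate controls were DMSO alone for no effect and ferristatin control at 100 nM for full effect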
An asterisk follows results filed as active; nt = not tested or not shown; & = joins results of further samples.

SMILES	CR mimetic SO	EBNA-1 inh	PP5 inh	Fh CTSL1 inh	ZTA counter	GASC-1 inh	PP1 counter	HCV core dimer	TPT1 inh
CC(=O)Nc1nc(SCc2ccc(Cl)cc2Cl)n[nH]1	99	4	2.9	0	-3	3	-2	-2	2
Cc1c(C(=O)N2c3ccccc3CC2C)oc2ccccc12 (configuration not stated)	124	-19	3.0	-3	-11	23	1	-14	-4
O=C(Nc1ccc(Cl)cn1)C1CCCN1S(=O)(=O)c1ccc(Cl)cc1 (configuration not stated)	97	-1	1.9	4	-2	3	-2	2	2
NS(=O)(=O)c1ccc(NC(CNS(=O)(=O)c2ccccc2)c2ccccc2)cc1 (configuration not stated)	100	4	0.1	-3	-1	-2	1	1	0
CCc1nc2n[nH]c(N)c2c2c1CSC(C)(C)C2	94	-8	2.4	0	-2	3	-2	-4	-2
Cc1ccc(Nc2nc(CSc3nnc(-c4ccccc4)n3C)cs2)cc1	106	6	2.0	0	6	-1	4	21	9
CSc1cccc(NS(=O)(=O)c2ccc(C(C)=O)cc2)c1	103	6	-0.7	-1	-5	1	-2	-3	0
CCOc1cc(C(=O)NCCN2C(=O)S/C(=C\c3cccnc3)C2=O)cc(OCC)c1OCC	90	12	0.6	3	6	46	-5	12	0
O=C(CCC(=O)NNC(=O)Nc1ccc(Cl)cc1)NCc1ccccc1	107	15	1.5	0	-13	5	4	-3	0
O=C(Nc1ccc(NC(=O)c2ccco2)c(Cl)c1)c1cccc([N+](=O)[O-])c1	103	12	0.2	-2	-1	2	-2	0	-6
Cc1ccc(C(=O)NCCc2nnc3ccc(SCC(=O)Nc4ccccc4C)nn23)cc1	111	-5	-0.4	-1	-3	10	4	0	0
Cc1ccc(OC(=O)COc2ccccc2C)c(-n2nc3ccccc3n2)c1	90	10	1.2	-18	2	8	-2	1	1
CC1CCN(S(=O)(=O)N2CCC(C(=O)NCc3cccs3)CC2)CC1	90	-9	-0.2	1	3	69	-1	-2	-1
COc1cccc(NS(=O)(=O)c2ccc3[nH]cc(C(=O)N(C)Cc4ccco4)c(=O)c3c2)c1	95	-8	3.3	14	1	5	1	2	2
O=C(O)CCC(=O)Nc1ccc(C(=O)OCC(=O)c2ccc(Cl)cc2Cl)cc1	103	-4	0.4	1	7	-1	-3	2	-3
CCOC(=O)Cn1ccc(NC(=O)c2ccc(F)cc2)n1	106	-7	1.1	-8	2	6	-2	1	-3
NC(=O)c1ccccc1NCC(=O)c1ccc(Cl)cc1	91	-6	3.0	-8	-22	-2	0	-2	3
Nc1nc(-c2ccccc2)cs1	97	-4	0.5	8	3	-1	1	-3	-1
CSc1nnc(-c2ccccc2SC)o1	109	5	-0.6	-2	8	-2	0	3	-2
C[C@@H](NC(=O)c1nc[nH]c1C(=O)NCc1ccc(CNC(=O)OC(C)(C)C)cc1)c1ccccc1	102	nt	5.1	nt	-4	-11	6	nt	nt
O=C(CN1CCOc2ccccc21)NC1CCN(Cc2ccccc2)CC1	105	5	1.7	-1	-1	-8	-8	-8	0
COc1ccc(NC(=O)Nc2ccc(N3CCCC3=O)cc2)cc1OC	107	4	-1.2	0	-10	-7	-2	1	-2
CCOc1ccccc1C(=O)Nc1cc(=O)n(C)c(=O)n1C	108	6	3.6	-2	-4	4	5	5	0
CC(C)CN(C(=O)COC(=O)c1ccc(Br)o1)c1c(N)n(Cc2ccccc2)c(=O)[nH]c1=O	99	4	-0.6	-1	6	-19	-4	2	1
OCCC1CN(Cc2cccn2-c2ncccn2)CCN1Cc1ccc(F)cc1 (configuration not stated)	94	-6	-2.3	-4	9	-1	-1	-1	3
(next part)
SMILES	CR mimetic SO	EBNA-1 inh	PP5 inh	Fh CTSL1 inh	ZTA counter	GASC-1 inh	PP1 counter	HCV core dimer	TPT1 inh
CC1CN(C(=S)Nc2ccccc2)CC(C)O1 (configuration not stated)	95	13	0.5	-4	-2	-19	0	4	1
Cc1c(C)c2cccnc2c2ncccc12	151	nt	4.8	nt	-3	1	16*	nt	nt
CCOc1cc(C(=O)N2CCN=C2SC)cc(OCC)c1OCC	97	-3	-1.4	0	-7	-7	-3	1	-2
Cc1ccc(NC(=O)c2ccc(S(=O)(=O)Nc3c(C)n(C)n(-c4ccccc4)c3=O)cc2)nc1	108	-7	1.4	-2	-11	2	-3	3	2
O=S(=O)(c1cccs1)N1CCN(c2ccccc2Cl)CC1	93	-4	2.4	0	0	13	1	7	-1
CCOC(=O)c1sc2nc(C(C)C)c3c(c2c1N)CCC3	105	-1	0.0	2	-23	-1	0	-2	1
O=C(c1ccc2nc(-c3ccccc3)c(-c3ccccc3)nc2c1)N1CCCCC1	101	0	0.7	4	12	-2	0	12	0
Cc1cc(Cl)ccc1NC(=S)N(CCCN1CCOCC1)Cc1cccs1	103	-5	0.8	0	-3	-1	-1	-3	-2
CN1CCN(C(=O)CCC(=O)O)CC1	100	3	1.6	-3	-5	3	3	1	-1
Cc1ccc[n+](CC(=O)c2ccc(Br)cc2)c1C	95	2	3.9	-2	-2	-13	-10	-13	2
Cc1nc(NC(=O)COC(=O)/C=C/c2ccco2)c(Cl)cc1Cl	125	nt	1.1	nt	5	5	-3	nt	nt
COC(=O)C1=C(C)OC(N)=C(C#N)C1c1c(C)nn(-c2ccccc2)c1Cl (configuration not stated)	96	4	0.8	0	2	5&-3	0	1	3
Cc1occc1C(=O)Nc1nnc(C2CCCCC2)s1	98	6	3.1	-2	-5	1	-1	-4	-1
O=C(CNCC1CCCO1)Nc1ccc(N2CCCCCC2)cc1 (configuration not stated)	77	-11	1.5	0	4	7	1	-22	-3
CSc1nc2c(c(=O)[nH]c(=O)n2C)n1CCCc1ccccc1	102	-8	3.0	-2	-10	12	-2	-1	-1
O=C(N/N=C/c1ccc(-c2ccccc2[N+](=O)[O-])o1)c1cncc(Br)c1	82	-4	2.6	0	-12	3	-1	-16	-5
O=C(NCCCN1CCCC1=O)c1cc(-c2ccc3c(c2)OCO3)nc2ccccc12	102	-4	0.9	0	3	24	-1	1	1
C=CCn1c(CCCNC(=O)CCC)nc2ccccc21	90	1	1.1	3	-4	8	-2	-1	-2
CN1C(C(=O)NCCc2cccs2)CC2Cn3c(nc4cc(Cl)c(Cl)cc43)C21 (configuration not stated)	99	12	-0.2	-2	9	-21	-5	11	-1
Cc1cccc(NC(=O)COC(=O)CNC(=O)C2CCCCC2)c1	100	4	0.3	25*	-8	-34	-1	-2	-4
O=C(Nc1ccc(NC(=O)c2cccs2)cc1)c1ccc2ccccc2c1	88	-8	-0.9	0	11	7	5	15	0
COc1ccc(NC(=O)CSc2nnc(NC(=O)c3ccco3)s2)cc1OC	121	6	2.8	2	1	12	-3	-1	-1
COc1ccc(C2Nc3ccccc3NC3=C2C(=O)CC(C)(C)C3)cc1O (configuration not stated)	94	1	-0.2	4	18	7	-4	7	-2
CCCCCn1c(=O)c2ccccc2n2c(=S)[nH]nc12	93	0	-0.5	-2	2	3	1	-1	-2
CCCCCCCCCCCCCCCC(=O)NCCO	109	-3	3.9	-6	-2	-30	-9	2	-1

Whole records from above:
CCCCCn1c(=O)c2ccccc2n2c(=S)[nH]nc12 across the screens: CR mimetic SO: 93; EBNA-1 inh: 0; PP5 inh: -0.5; Fh CTSL1 inh: -2; ZTA counter: 2; GASC-1 inh: 3; PP1 counter: 1; HCV core dimer: -1; TPT1 inh: -2
O=C(Nc1ccc(NC(=O)c2cccs2)cc1)c1ccc2ccccc2c1 across the screens: CR mimetic SO: 88; EBNA-1 inh: -8; PP5 inh: -0.9; Fh CTSL1 inh: 0; ZTA counter: 11; GASC-1 inh: 7; PP1 counter: 5; HCV core dimer: 15; TPT1 inh: 0
CCOc1cc(C(=O)N2CCN=C2SC)cc(OCC)c1OCC across the screens: CR mimetic SO: 97; EBNA-1 inh: -3; PP5 inh: -1.4; Fh CTSL1 inh: 0; ZTA counter: -7; GASC-1 inh: -7; PP1 counter: -3; HCV core dimer: 1; TPT1 inh: -2

The listing continues.
SMILES	CR mimetic SO	EBNA-1 inh	PP5 inh	Fh CTSL1 inh	ZTA counter	GASC-1 inh	PP1 counter	HCV core dimer	TPT1 inh
Cn1c(=NC(=O)CSCC(=O)N2CCOCC2)sc2ccccc21	108	12	0.6	1	7	0	-3	2	-1
Cc1ccc(N(CC(=O)Nc2cc(Cl)ccc2Oc2ccccc2)S(C)(=O)=O)c(C)c1	94	0	4.0	2	-7	-2	2	6	-4
O=C(NC1CCCCCC1)c1ccc2nc3cc(Cl)ccc3c(=O)n2c1	121	3	2.0	-1	0	-11	3	0	0
CCc1ccccc1N/C(=N\S(=O)(=O)c1ccccc1)C(F)(F)F	94	7	-0.3	1	12	3	-2	6	-1
CCOC(=O)N1CCN(C(=O)c2ccc(Cl)nc2)CC1	83	14	-3.2	0	0	-10	-7	2	0
CC1(NC(=O)Cc2csc(-c3cccc(Cl)c3)n2)CCS(=O)(=O)C1 (configuration not stated)	98	nt	-0.4	nt	-9	-17	-3	nt	nt
O=C(Nc1ccc(-c2nc3ncccc3o2)cc1)c1ccc([N+](=O)[O-])o1	124	2	3.2	11	-13	-1	1	7	-4
Cc1nc(-c2ccc([N+](=O)[O-])cc2)sc1C(=O)O	82	3	0.1	2	-1	27	-1	-6	-7
Cc1ccc(S(=O)(=O)C/N=C(/NC(=S)N(c2ccccc2)c2ccccc2)c2ccccc2)cc1	111	8	-0.1	3	2	9	-4	-6	2
CCc1occc(=O)c1Oc1cc(NN2CCCCC2)c([N+](=O)[O-])cc1[N+](=O)[O-]	102	-2	4.5	2	-1	-6	6	3	-2
N#CC1=C(N2CCCCC2)c2cc3c(n2C1=O)CCCC3	103	3	-0.2	4	10	4	-2	5	-6
COc1cc(-c2cc(-c3ccc(F)cc3)nc(N)c2C#N)ccc1O	101	1	2.2	1	2	3	3	-2	-1
NC(=O)c1cc(-c2ccccc2)nc(N2CCOCC2)n1	91	10	3.1	0	-9	2	2	1	-2
Cc1ccc(C(N)=S)c(C)c1	97	-13	1.2	0	-6	2	0	-5	-1
O=C(O)c1ccc(/C=N/NC(=O)c2ccc3c(c2)OCCO3)cc1	92	-3	0.0	2	-11	nt	0	-3	-2
COCCSc1nnc(NC(=O)c2ccc3c(c2)OCO3)s1	105	5	-1.2	-2	-15	-9	1	-2	-3
Cc1nc(N2N=C(c3ccc(Cl)cc3)CC2c2ccco2)sc1C(=O)N(C)C (configuration not stated)	97	2	2.9	25*	-3	-24	1	10	-2
CN(C)CC1CCCCC1OC(=O)c1ccc(S(=O)(=O)N(C)c2ccccc2)cc1 (configuration not stated)	89	5	1.3	-4	-4	50	2	-11	-5
COC(=O)c1c(C)[nH]c(C(=O)C(C)OC(=O)C2CC(=O)N(c3ccc(C)cc3)C2)c1C (configuration not stated)	100	nt	4.2	nt	12	-6	-3	nt	nt
CCS(=O)(=O)Nc1ccc(C2=NN(S(=O)(=O)c3ccc(F)cc3)C(c3ccco3)C2)cc1 (configuration not stated)	78	3	-0.5	3	-1	26	-2	4	9
C#CCSc1nnc(-c2sc3ccccc3c2Cl)o1	86	-2	-0.5	4	-12	4	-1	-9	-4
O=C(CN1CCCC1)Nc1ccc(F)c(Cl)c1	96	-1	1.2	0	-9	-2	3	-4	1
COCCNC(=S)N1CCN(c2nc(-c3cccc(OC)c3)cs2)CC1	99	-15	2.0	2	-8	11	-2	13	-3
CCCCc1ccc(NC(=S)NCc2cccc(OC)c2)cc1	85	2	3.7	1	10	4	2	12	-1
Cc1cc(NC(=O)c2ccc(S(=O)(=O)Nc3ccccc3)cc2)no1	104	-3	0.0	1	-10	0	-1	-2	1
N=c1n(CCO)c2ccccc2n1Cc1ccccc1Cl	108	-4	2.0	-2	12	3	-10	-11	-1
CCC(C)C(NC(N)=O)C(=O)Nc1ccc(OCc2ccccc2)cc1 (configuration not stated)	106	7	-0.8	-1	18	33	5	-4	2
CCCCNC(=O)Nc1ccccc1C(=O)NCc1ccco1	99	8	2.6	-1	1	1	-1	9	-1
